Assay outcomes (PubChem)
HepG2 viability = kills HepG2 cells in TGF-b inhibitor counter-screen | HepG2 CAGA-GFP viability, ATP luminescence, 18 h | Potency, µM (top dose mostly 46.1 µM), without a hit: at the highest dose activity change, negative = cytotoxicity, most hits filed as cytotoxic | actives 0.76% (n = 410,000) | AID 588856; further: potency means the concentration at half of the fitted maximal effect; some results filed as inactive show a strong effect at the top dose
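CellTiter-Glo luminescence gave cytotoxicity after 18 hours at 37 degrees C. The cells were HepG2 CAGA-GFP in 1% FBS DMEM, stimulated with 500 pg/mL TGF-beta after compound addition. %Activity was normalised to no-cell wells (complete cell-killing) and DMSO (no toxicity), and curves were fitted and classified.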
ATXN viability = cell viability loss in ATXN counter-screen; S2 cells (HEK-293 line with an ATXN2-luciferase reporter) viability, CellTiter-Fluor protease fluorescence, 24 h; Potency, µM (top dose mostly 56.7 µM), most hits filed as cytotoxic; actives 0.49% (n = 400,000); further: potency means the concentration at half of the fitted maximal effect; nearly all actives have a fitted effect of over 40% in size
MCF10A rereplic = DNA re-replication induction in MCF 10a cells; actives 2.9% (n = 350,000); Potency, µM (highest dose often 46.1 µM), for inactives: at the top dose activity, positive = re-replication, usual class: activators; MCF 10A DNA re-replication, Hoechst nuclear intensity, 48 h; further: potency means the concentration at half of the fitted maximal effect; % of control where 0% means no effect; nearly all actives have a fitted effect of over 50% in size
KB-3-1 tox = kills parental KB-3-1 adenocarcinoma cells; AID 1347075; Potency, µM (series often up to 46.1 µM), for the others: top-dose activity change, negative = cytotoxic, usual class: cytotoxic; KB-3-1 viability, CellTiter-Glo ATP luminescence, 72 h; actives 1.4% (n = 400,000); further: potency means the concentration at half of the fitted maximal effect; on the % scale 0 is the no-effect control and ±100 the full control effect; nearly all actives have a fitted effect of over 60% in size
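Cytotoxicity in the drug-sensitive parental line KB-3-1 was scored as loss of CellTiter-Glo luminescence following 72 h incubation with compound. Values come from curve fitting of normalized concentration-response data.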
SW480 rerep = inducers of DNA re-replication in SW480 colon cancer cells; SW480 DNA re-replication, Hoechst DNA content imaging, 48 h; Potency, µM (series often up to 46.1 µM), without a hit: at the highest dose re-replication activation, most hits filed as activators; actives 1.8% (n = 340,000); AID 624297; further: potency means the concentration at half of the fitted maximal effect; % of control where 0% means no effect; nearly all actives have a fitted effect of over 55% in size
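DNA re-replication was detected as more nuclei of elevated Hoechst intensity after 48 hr exposure to compound (23 nL pinned per well of 250 cells).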
HT1080 IDH1KD tx = kills HT-1080 cells with IDH1 knockdown; HT-1080 IDH1 knockdown viability, ATP luminescence, 48 h; actives 2% (n = 360,000); Potency, µM (titrated, usually from 46.1 µM), for inactives: top-dose activity, negative = toxicity, hits mostly cytotoxic; AID 686971;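 further: potency means the concentration at half of the fitted maximal effect; 0% = DMSO wells and -100% = cell-free medium wells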
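Knockdown cells (IDH1KD HT-1080) received compounds 2 h after plating at 750 cells/well and were kept 48 h at 37 °C in 5% FBS RPMI. A CellTiter-Glo luminescence read gave % activity for curve fitting.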
ATXN2 expr inh = inhibitors of ATXN2 expression; HEK-293 ATXN2-luciferase reporter, luminescence, 24 h; Potency, µM (doses to about 57 µM), for inactives: at the top dose activity change, negative = inhibition, most hits filed as inhibitors; actives 0.72% (n = 360,000); further: potency means the concentration at half of the fitted maximal effect; on the % scale 0 is the no-effect control and ±100 the full control effect; nearly all actives have a fitted effect of over 55% in size
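ATXN2-luciferase reporter cells (luciferase flanked by upstream and downstream ATXN2 gene portions) were treated 24 h at 37 °C with compounds at up to 57 uM. SteadyGlo luminescence gave expression; GF-AFC fluorescence gave viability.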
IL1B secr inh = inhibitors of inflammasome signaling (IL-1 beta secretion) | THP-1 LPS/ATP IL-1B secretion, AlphaLISA, 16 h; active compounds read low | activity change, % at 57.5 µM | actives 4.7% (n = 360,000) | AID 743279; in the data active means activity change below about -50%; inconclusive means mostly about -30% to -49%; further: on the % scale 0 is the no-effect control and ±100 the full control effect
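Secreted IL-1B measured by AlphaLISA bead assay after 16 h compound exposure of THP-1 cells; compounds (final up to 57.5 uM) added 1 h before LPS (250 ng/mL) and ATP (1.25 mM) stimulation; lower signal means less secretion.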
HT1080-NT tox = kills 2HG-producing HT-1080-NT fibrosarcoma cells | Potency, µM (series often up to 46.1 µM), for the others: top-dose activity, negative = less viability, hits mostly cytotoxic | actives 1.6% (n = 360,000) | HT-1080-NT fibrosarcoma viability, CellTiter-Glo ATP luminescence, 48 h;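 further: NT is the 2HG producing partner of a matched IDH1 knockdown line; potency means the concentration at half of the fitted maximal effect; 0% = DMSO-treated cells and -100% = media-only wells without cells; nearly all actives have a fitted effect of over 55% in size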
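750 cells/well, RPMI + 5% FBS; 2 h settle, compound pin-transfer, 48 h at 37 degrees C. CellTiter-Glo 10 min RT, luminescence. Normalized to DMSO and media-only wells.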
* marks the source's active call; other numbers are inactive results; i = inactive; u = inconclusive; x = no result given; [ ] = dose if it differs, or a comment. Unless noted, the call rests on the fitted dose curve; in most records, active means well fitted curve in the direction sought with a large enough effect; inconclusive means small, poorly fitted or top-dose-only effect, or another doubt; inactive means no such curve, though single readings can be large; an effect the other way counts as inactive or inconclusive.

(1) CSc1cccc(NC(=O)c2ccc(CN3CCc4ccccc4C3)cc2)c1
(2) COc1ccc(CNC(=O)[C@@H](NC(=O)C2CCN(S(=O)(=O)c3ccccc3)CC2)C(C)C)cc1
(3) O=C(NCCc1ccc(Cl)cc1)C1CCCN1C(=O)Nc1ccccc1 (stereo not given)
(4) Nc1ncnc2c1ncn2Cc1ccccc1
(5) COc1cc(NC(=O)c2ccc(Br)cc2)ccc1NC(=O)c1cc2ccccc2o1
(6) O=C(COC(=O)c1n[nH]c(=O)c2ccccc12)Nc1cccc(S(=O)(=O)N2CCOCC2)c1
(7) Cc1ccc(CNC(=O)Cn2nnc(C(=O)Nc3cccc(C)c3C)c2N)cc1
(8) Cc1c(Br)c([N+](=O)[O-])nn1C(C)C(=O)Nc1nccs1 (stereo not given)
(9) COc1nc(C)cc(C)c1S(=O)(=O)c1ccccc1
(10) CCOc1ccccc1OCCN[C@H](C)Cc1ccc(OC)c(S(N)(=O)=O)c1

assay / compound	1	2	3	4	5	6	7	8	9	10
IL1B secr inh	-88*	9	-15	12	-13	-10	14	0	12	x
ATXN2 expr inh	u	-11%	x	x	x	6%	14%	-1%	x	1%
HepG2 viability	-17%	-15%	-1%	3%	-48%	-8%	4%	-18%	-17%	x
MCF10A rereplic	u	2%	-6%	0%	0%	3%	-4%	28%	-6%	6%
HT1080-NT tox	-27%	-6%	-8%	5%	3%	-1%	u	4%	-4%	x
SW480 rerep	u	2%	-4%	3%	6%	-18%	0%	-5%	u	3%
HT1080 IDH1KD tx	u	4%	-1%	8%	0%	-3%	u	6%	2%	x
KB-3-1 tox	u	1%	-1%	2%	u	12%	7%	9%	2%	x
ATXN viability	i	i	u	i	i	i	i	i	i	i

(11) COc1ccc(NC(=O)C2CCN(c3nc(-c4ccc(OC)c(OC)c4)no3)CC2)cc1Cl
(12) N#CCCn1cc(/C=C2\NC(=S)N(c3ccccc3)C2=O)c(-c2ccc(-c3ccccc3)cc2)n1
(13) C[C@H](O)[C@@H]1CN2CCc3c([nH]c4ccccc34)[C@@H]2C[C@@H]1N(C)C(=S)NCCc1ccccc1
(14) C=CCn1c(SCCOc2ccccc2)nnc1C(C)NC(=O)c1ccccc1 (stereo not given)
(15) O=C(NC1CCCCC1)N(CCN1CCOCC1)Cc1cc2cc3c(cc2[nH]c1=O)OCCO3
(16) O=C(Cc1cccc(F)c1)Nc1ccc2c(c1)CCC2
(17) Cc1nc([N+](=O)[O-])cn1CC(O)c1ccc(Cl)cc1 (stereo not given)
(18) CC1CC(C)CN(CCCNC(=O)c2nn(C)c3c2CS(=O)(=O)c2ccccc2-3)C1 (stereo not given)
(19) O=C(CCN1C(=O)CSC1=O)Nc1ccc(Br)cc1
(20) CCOC(=O)N1CCN(S(=O)(=O)c2cccc3nonc23)CC1

assay / compound	11	12	13	14	15	16	17	18	19	20
IL1B secr inh	x	-8	-9	-4	-11	-8	-5	2	-5	14
ATXN2 expr inh	20%	u	3%	x	-21%	36%	x	7%	6%	1%
HepG2 viability	-3%	-4%	-52%	-28%	-15%	-6%	-4%	1%	-4%	-24%
MCF10A rereplic	x	5.8µM*	x	0%	5%	-5%	1%	-2%	3%	6%
HT1080-NT tox	x	-13%	-26%	-3%	-21%	3%	-12%	-3%	6%	1%
SW480 rerep	x	u	x	-7%	4%	1%	-15%	u	0%	-2%
HT1080 IDH1KD tx	x	-19%	u	-6%	-10%	2%	15%	-1%	0%	0%
KB-3-1 tox	3%	u	-4%	2%	-1%	-3%	2%	29%	-4%	7%
ATXN viability	i	u	i	x	i	i	u	i	i	i

(21) Cc1cccc(NC(=O)CN2CCN(C(=O)c3cncn3-c3ccc(F)cc3)CC2)c1C
(22) CON(C)c1nc(OCCNC(=O)OCc2ccc(Cl)cc2C)nc(N(C)C)n1
(23) COc1ccc(N(CC(=O)NCc2cccs2)S(=O)(=O)c2cccnc2)cc1
(24) COc1ccccc1-c1cccc([C@@H]2C[C@H]3[C@H](CON3C)CN2C(=O)CCc2ccccc2)c1
(25) Cc1ccc(S(=O)(=O)N(CCO)Cc2ccccc2)cc1
(26) Cc1[nH]c2ccccc2c1C(=O)CN1CCC(C(N)=O)(N2CCCCC2)CC1
(27) CC(/C=N/n1c(-c2cc(C)[nH]n2)n[nH]c1=S)=C\c1ccccc1
(28) Cc1cccc(NC(=S)N2CCC(c3nc4ccccc4o3)CC2)c1C
(29) CCCCn1cnc2sc3c(c2c1=N)CCCC3
(30) CS(=O)(=O)NCc1nnc(SCC(=O)NC2CCCCC2)n1-c1ccc(F)cc1

assay / compound	21	22	23	24	25	26	27	28	29	30
IL1B secr inh	-7	-5	6	-26	-5	-30	-12	-5	-11	0
ATXN2 expr inh	-4%	-16%	3%	-8%	3%	-6%	0%	-11%	-9%	-10%
HepG2 viability	8%	-13%	-10%	-23%	5%	0%	-23%	-20%	11%	6%
MCF10A rereplic	-4%	7%	-5%	-18%	u	2%	-8%	u	1%	1%
HT1080-NT tox	-2%	-5%	-1%	0%	2%	-4%	8%	-5%	-25%	6%
SW480 rerep	-3%	-1%	0%	u	2%	-6%	-5%	0%	-5%	-3%
HT1080 IDH1KD tx	-3%	-3%	4%	-3%	11%	-3%	6%	-30%[9.24 µM]	-8%	6%
KB-3-1 tox	12%	-22%	10%	0%	11%	-9%	10%	6%	-10%	1%
ATXN viability	i	i	i	u	i	i	i	i	i	i

Structural class: the entries above containing a Cl atom.
(3) O=C(NCCc1ccc(Cl)cc1)C1CCCN1C(=O)Nc1ccccc1 (stereo not given)
(11) COc1ccc(NC(=O)C2CCN(c3nc(-c4ccc(OC)c(OC)c4)no3)CC2)cc1Cl
(17) Cc1nc([N+](=O)[O-])cn1CC(O)c1ccc(Cl)cc1 (stereo not given)
(22) CON(C)c1nc(OCCNC(=O)OCc2ccc(Cl)cc2C)nc(N(C)C)n1

assay / compound	3	11	17	22
IL1B secr inh	-15	x	-5	-5
ATXN2 expr inh	x	20%	x	-16%
HepG2 viability	-1%	-3%	-4%	-13%
MCF10A rereplic	-6%	x	1%	7%
HT1080-NT tox	-8%	x	-12%	-5%
SW480 rerep	-4%	x	-15%	-1%
HT1080 IDH1KD tx	-1%	x	15%	-3%
KB-3-1 tox	-1%	3%	2%	-22%
ATXN viability	u	i	u	i

Next compounds
(31) O=[N+]([O-])c1ccc(NCCCO)c(C(F)(F)F)c1
(32) CC(=O)c1cccc(NS(=O)(=O)c2c(C(=O)N3CCOCC3)c(C)n(C)c2C)c1
(33) COc1ccc(-n2c(-c3ccc(C(C)(C)C)cc3)n[nH]c2=S)c(OC)c1
(34) CCOc1nc(C)ccc1-c1noc(-c2cccnc2)n1
(35) C/C=C(\C)c1nnc(NC(=O)C(C)C)s1
(36) O=C(Nc1ccc(F)cc1)C(c1ccncc1)N1CCN(CC(=O)N2CCCC2)CC1 (stereo not given)
(37) COc1ccc(C(=O)Nc2oc(-c3ccccc3)c(-c3ccccc3)c2C#N)cc1OC
(38) COc1cccc(C(C)(O)c2nc(-c3ccc(Cl)cc3)cs2)c1 (stereo not given)
(39) O=C(COC(=O)C1CCN(S(=O)(=O)c2cccc3cccnc23)CC1)c1ccc([N+](=O)[O-])cc1
(40) COc1cc(C2CC(=O)N3CN(Cc4ccco4)CSC3=C2C#N)ccc1OCc1ccccc1 (stereo not given)

assay / compound	31	32	33	34	35	36	37	38	39	40
IL1B secr inh	16	1	-1	-2	0	-12	-5	11	23	8
ATXN2 expr inh	-3%	10%	x	x	12%	x	1%	-36%	-3%	6%
HepG2 viability	2%	2%	-20%	2%	2%	x	-6%	-41%	-7%	-30%
MCF10A rereplic	-1%	1%	x	-2%	18%	x	2%	x	4%	-3%
HT1080-NT tox	-1%	9%	-4%	0%	14%	-1%	u	u	7%	-1%
SW480 rerep	-5%	22%	x	-4%	1%	x	-10%	x	-6%	-6%
HT1080 IDH1KD tx	4%	25%	-8%	5%	13%	10%	13%	u	8%	-5%
KB-3-1 tox	4%	-3%	0%	-2%	-9%	-2%	0%	u	10%	12%
ATXN viability	i	i	i	i	i	x	i	i	i	i

(41) CCCCCC(=O)NN=C1CCN(Cc2ccccc2)CC1
(42) Cc1cc(C(F)(F)F)c(C#N)c(N2CCOCC2)n1
(43) Cc1ccc(C(=O)N/N=C/c2cccc3ccccc23)cn1
(44) CC(=O)Nc1ccc(S(=O)(=O)N(c2cccnc2)S(=O)(=O)c2ccc(NC(C)=O)cc2)cc1
(45) CC1CCC(NC(=O)CSc2ccc(S(=O)(=O)N(C)C)cn2)CC1 (stereo not given)
(46) COc1ccccc1C1CCN(C(=O)c2cccs2)CC1
(47) Cc1ccc(C(=O)N(CN2CCCC2=O)c2ccc(F)cc2)cc1C
(48) COC(=O)CCCC(=O)OC

assay / compound	41	42	43	44	45	46	47	48
IL1B secr inh	25	-13	-8	30	25	-53*	77	-8
ATXN2 expr inh	1%	17%	15%	0%	6%	-9%	-1%	-7%
HepG2 viability	-1%	5%	4%	-4%	4%	-6%	2%	-40%
MCF10A rereplic	-12%	0%	0%	u	-3%	-2%	3%	17%
HT1080-NT tox	6%	17%	12%	-1%	12%	0%	23%	3%
SW480 rerep	-2%	0%	6%	-1%	-9%	-9%[9.22 µM]	-13%	6%
HT1080 IDH1KD tx	u	12%	7%	-3%	9%	3%	0%	-1%
KB-3-1 tox	-1%	0%	6%	5%	20%	-2%	-2%	-5%
ATXN viability	u	i	i	i	i	i	i	i

Hits appear at their usual frequency; about 8.9% have a hit in one of these screens.
